Assay outcomes: PubChem, University of Kansas High Throughput Screening Laboratory
mHTT-CaM PPI inh – mHTT-calmodulin interaction abrogation. inhibition, % at 15 µM. AlphaScreen His-mHTT/GST-CaM binding, luminescence. 3.6% of 190,000 active;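 note: 0% = both proteins with DMSO and 100% = one protein alone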
Target sequence (P42858 whole entry, looked up, stated change not applied): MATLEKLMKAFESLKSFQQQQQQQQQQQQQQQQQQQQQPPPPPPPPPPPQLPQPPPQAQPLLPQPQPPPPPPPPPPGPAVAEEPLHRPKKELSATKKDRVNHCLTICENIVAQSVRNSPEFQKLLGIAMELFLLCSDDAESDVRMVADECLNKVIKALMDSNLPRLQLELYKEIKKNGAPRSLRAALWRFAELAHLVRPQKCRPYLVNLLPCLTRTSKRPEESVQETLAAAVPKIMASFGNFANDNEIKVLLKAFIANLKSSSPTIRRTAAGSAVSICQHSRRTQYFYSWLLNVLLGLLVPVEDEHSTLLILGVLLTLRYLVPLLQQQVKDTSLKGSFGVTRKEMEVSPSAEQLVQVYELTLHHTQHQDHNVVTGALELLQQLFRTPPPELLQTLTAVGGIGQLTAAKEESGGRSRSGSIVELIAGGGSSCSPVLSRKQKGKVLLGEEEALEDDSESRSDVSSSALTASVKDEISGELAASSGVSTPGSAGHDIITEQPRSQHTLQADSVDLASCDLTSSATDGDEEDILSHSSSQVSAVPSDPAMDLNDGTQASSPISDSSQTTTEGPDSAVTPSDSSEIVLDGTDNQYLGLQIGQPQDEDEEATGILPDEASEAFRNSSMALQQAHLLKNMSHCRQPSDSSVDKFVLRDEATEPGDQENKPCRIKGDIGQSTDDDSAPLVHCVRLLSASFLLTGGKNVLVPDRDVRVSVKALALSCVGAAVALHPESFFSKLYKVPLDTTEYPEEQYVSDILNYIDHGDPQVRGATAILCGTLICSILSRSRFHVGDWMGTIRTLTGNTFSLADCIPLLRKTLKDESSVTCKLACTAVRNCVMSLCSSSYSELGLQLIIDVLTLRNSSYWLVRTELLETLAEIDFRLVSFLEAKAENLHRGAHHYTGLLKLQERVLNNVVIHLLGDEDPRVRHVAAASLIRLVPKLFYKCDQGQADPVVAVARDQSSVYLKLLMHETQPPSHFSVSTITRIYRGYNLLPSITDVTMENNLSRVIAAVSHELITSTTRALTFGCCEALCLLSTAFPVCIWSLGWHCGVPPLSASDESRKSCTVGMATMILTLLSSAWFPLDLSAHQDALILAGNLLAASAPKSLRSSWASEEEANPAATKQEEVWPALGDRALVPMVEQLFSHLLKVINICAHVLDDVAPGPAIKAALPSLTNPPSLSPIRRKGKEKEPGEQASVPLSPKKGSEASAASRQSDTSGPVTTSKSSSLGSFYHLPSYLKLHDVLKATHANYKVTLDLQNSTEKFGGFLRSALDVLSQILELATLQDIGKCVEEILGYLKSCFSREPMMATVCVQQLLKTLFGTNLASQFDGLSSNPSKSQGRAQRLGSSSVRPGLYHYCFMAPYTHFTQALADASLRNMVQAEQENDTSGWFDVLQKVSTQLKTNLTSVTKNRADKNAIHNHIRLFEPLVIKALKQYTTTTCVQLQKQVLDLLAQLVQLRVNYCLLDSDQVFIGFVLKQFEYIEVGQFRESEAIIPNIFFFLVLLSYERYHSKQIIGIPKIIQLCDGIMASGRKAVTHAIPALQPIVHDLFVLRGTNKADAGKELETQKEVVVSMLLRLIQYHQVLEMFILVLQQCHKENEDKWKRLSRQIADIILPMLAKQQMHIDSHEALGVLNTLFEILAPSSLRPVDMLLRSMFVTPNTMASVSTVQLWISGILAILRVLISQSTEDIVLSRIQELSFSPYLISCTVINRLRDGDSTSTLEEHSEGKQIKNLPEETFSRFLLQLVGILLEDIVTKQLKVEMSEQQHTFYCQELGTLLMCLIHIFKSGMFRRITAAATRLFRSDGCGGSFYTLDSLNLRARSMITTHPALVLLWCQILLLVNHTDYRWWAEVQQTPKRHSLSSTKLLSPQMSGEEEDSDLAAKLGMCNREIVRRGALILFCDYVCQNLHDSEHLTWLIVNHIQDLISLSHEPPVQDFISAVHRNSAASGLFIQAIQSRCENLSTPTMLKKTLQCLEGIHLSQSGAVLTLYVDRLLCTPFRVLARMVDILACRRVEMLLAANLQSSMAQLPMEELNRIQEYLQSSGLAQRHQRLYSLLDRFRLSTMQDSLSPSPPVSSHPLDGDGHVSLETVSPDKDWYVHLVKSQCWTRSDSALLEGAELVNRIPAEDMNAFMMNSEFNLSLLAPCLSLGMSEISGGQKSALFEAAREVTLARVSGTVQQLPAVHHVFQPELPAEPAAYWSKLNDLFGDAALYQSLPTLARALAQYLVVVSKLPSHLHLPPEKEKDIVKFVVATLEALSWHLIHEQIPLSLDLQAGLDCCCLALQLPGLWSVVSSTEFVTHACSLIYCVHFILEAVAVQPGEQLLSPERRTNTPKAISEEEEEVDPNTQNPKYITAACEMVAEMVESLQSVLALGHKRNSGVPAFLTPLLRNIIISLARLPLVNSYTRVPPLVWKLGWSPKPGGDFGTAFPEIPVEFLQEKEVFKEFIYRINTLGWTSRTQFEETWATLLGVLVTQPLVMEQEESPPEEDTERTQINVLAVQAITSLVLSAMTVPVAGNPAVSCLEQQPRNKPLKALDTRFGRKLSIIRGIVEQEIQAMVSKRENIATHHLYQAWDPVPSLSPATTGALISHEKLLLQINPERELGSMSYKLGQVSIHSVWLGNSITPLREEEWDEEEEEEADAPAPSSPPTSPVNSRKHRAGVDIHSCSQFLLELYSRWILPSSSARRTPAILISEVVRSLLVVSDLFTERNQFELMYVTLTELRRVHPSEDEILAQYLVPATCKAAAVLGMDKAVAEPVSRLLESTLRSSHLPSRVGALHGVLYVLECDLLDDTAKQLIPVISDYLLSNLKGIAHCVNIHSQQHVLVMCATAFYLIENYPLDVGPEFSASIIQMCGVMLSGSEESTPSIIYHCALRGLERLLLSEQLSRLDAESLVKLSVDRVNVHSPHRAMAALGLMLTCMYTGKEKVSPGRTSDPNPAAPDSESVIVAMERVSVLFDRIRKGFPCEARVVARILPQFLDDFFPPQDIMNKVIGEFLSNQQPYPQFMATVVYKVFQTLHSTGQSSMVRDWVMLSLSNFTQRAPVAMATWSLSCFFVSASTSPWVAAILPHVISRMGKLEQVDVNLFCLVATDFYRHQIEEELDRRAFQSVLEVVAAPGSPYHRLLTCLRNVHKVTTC
Pf apPOL block – Pf-apPOL DNA polymerase inhibition. 0.25% of 210,000 active. inhibition, % at 10 µM. Recombinant Pf-apPOL, molecular beacon fluorescence, 1.5 h. AID 1794808
Active calls of the source: *; x = no result given; & = joins results of further samples. Cut-off read from the data, not from the text of the source: active = inhibition above about 50%; inactive = the rest.

SMILES	mHTT-CaM PPI inh	Pf apPOL block
Cc1cc(C(=O)N(Cc2ccccc2)c2nc3c(F)cc(F)cc3s2)nn1C	-21	-1
Cc1ccc(C2=CC(c3cccs3)n3nnnc3N2)cc1 (stereo not given)	-6	-4
COc1cccc(C(=O)NCc2cc(-c3cccs3)on2)c1OC	-8	-13
O=C(NCc1cccc(Cl)c1)C1CCCN(C(=O)c2ccccc2F)C1 (stereo not given)	32	-12
Cc1ccc(-c2nc3ccccc3[nH]2)cc1NC(=O)COc1ccccc1C	6	-4
N=C1NC(=O)/C(=C/c2ccc(Br)s2)S1	-1	3
CCCCC(=O)Nc1ccc(NC(=O)C(Cl)(Cl)Cl)cc1OC	0	-3
Cc1ccc(C)c(N2CCN(C(=O)Cn3cccn3)CC2)c1	-8	-1
COc1ccc(-c2c(-c3ccc(OC)cc3O)nc(C)nc2C(F)(F)F)cc1	-3	-5
COC(=O)c1ccc(Oc2c(C)oc3c(CN4CCN(C)CC4)c(O)ccc3c2=O)cc1	4	-9
Cc1ccc(C(=O)Nc2cccc(NC(=O)c3ccc(Cl)cc3Cl)c2)cc1[N+](=O)[O-]	2	-5
O=C(O)C=Cc1ccc(-c2ccccc2)cc1	0	-10
COc1ccc(-n2nc3c(c2NC(=O)C24CC5CC(CC(C5)C2)C4)CS(=O)(=O)C3)cc1	15	-1
OCCCNCC(O)Cn1c2ccccc2c2ccccc21 (stereo not given)	2	-1
Cc1nc2c(C(=O)NC3CCCC(C)C3C)cnn2c(C)c1Cc1ccc(F)cc1 (stereo not given)	-13	-7
COc1ccccc1N1C(=O)c2cccnc2C1=O	11	-2
O=C(Nc1cccc(F)c1)c1ccc(Cl)cc1Cl	-17	-8
COc1cccc2sc(N(Cc3ccco3)C(=O)c3cc(C)nn3C)nc12	-13	-5
COc1ccc(-c2ncnn2-c2ccc([N+](=O)[O-])cc2)cc1	-2	-2
CCc1ccc(C(C)NS(=O)(=O)c2cc3c(s2)CCN(C(C)=O)C3)cc1 (stereo not given)	15	-1
CC(NC(=O)CSc1nc2ccccc2[nH]1)c1ccccc1 (stereo not given)	7	-2
CC1c2cccn2CCN1C(=O)Nc1ccccc1F (stereo not given)	3	-1
CC(C)(C)n1c(=O)c2cc(Cl)ccc2n1CC(N)=O	-3	-5
Cc1ccc(-n2nc3c(c2NC(=O)c2ccccc2[N+](=O)[O-])CSC3)cc1	31	-2
Oc1cncc(Cc2ccccc2)c1	-5	-1
COCCNC(=O)CCC1CCCN(C(=O)Nc2ccc(C)cc2)C1 (stereo not given)	-8	-8
O=C(c1cccc(Br)c1)N1CCN(c2nnc3ccccn23)CC1	-5	0
COc1ccc(OC)c(C(N)=NO)c1	x	-2
O=C1c2ccccc2C(=O)N1CN(C(=O)c1ccccc1)c1ccc(O)cc1	2	1
COc1ccc(C2C(C(=O)NCc3ccco3)c3cc(OC)c(OC)cc3C(=O)N2C)cc1 (stereo not given)	7	-14
CC1(C(=O)NCc2ccc(F)cc2)CCCN(C(=O)NCc2ccco2)C1 (stereo not given)	-1	-3
COc1ccc(C2CC(C(F)(F)F)n3nc(C(=O)Nc4cc(C)cc(C)c4)cc3N2)cc1 (stereo not given)	11	-3
c1ccc(SCc2cccc(CSc3ccccn3)n2)nc1	x	-4
COc1cc(C=C2C(=O)OC(C)(C)OC2=O)ccc1OCc1ccccc1	1	2
Cn1ncc(N2CCCC(C(=O)NCc3ccc(N4CCOCC4)cc3)C2)cc1=O (stereo not given)	1	0
CCOc1ccc(C(=O)NC2CCCCCC2)cc1	-4	-2
COc1ccc(C(=O)ON=C(c2cccs2)C(C)(C)C)cc1	x	-17
Cc1cc(C)c(S(=O)(=O)N2CCC3(CC2)NCCN=C3NC2CCCC2)cc1C	-2	-4
O=C1C(NC2CCCCC2)=C(N2CCOCC2)C(=O)c2ccccc21	12	-8
O=C(NCC1(c2ccccc2)CCOCC1)c1c(F)cccc1Cl	-16	-4
COc1cc2c(cc1OC)C(COc1cc(C)cc(C)c1)N(C(=O)CC1CCCCC1)CC2 (stereo not given)	32	-3
COc1cc(NC(=O)c2ccccc2F)c(OC)cc1NC(=O)c1ccccc1	3	12
CC(=O)NS(=O)(=O)c1ccc(NC(=O)COc2ccc(Cl)cc2)cc1	0	-4
Cn1nc(-c2nc(C3CC3)no2)c2c1CCN(C(=O)c1ccccc1Br)C2	-1	-2
CC(=O)N1CCN(C2=NC(=O)/C(=C/c3ccccc3O)S2)CC1	6	12
O=C(Cn1cnc2c([nH]c3ccccc32)c1=O)NCC1CCN(Cc2ccccc2F)CC1	2	-5
O=C(CCS(=O)(=O)c1ccc(Br)cc1)Nc1ccccn1	2	2
Cc1ccc(CN2CCC(CNC(=O)Nc3ccccc3F)CC2)cc1	2	-2
Cn1cccc1C(=O)N1CCc2c(nc3cc(-c4ccccc4)[nH]n3c2=O)C1	6	5
O=c1[nH]c(CSc2nnc(-c3ccncc3)n2-c2ccccc2)nc2ccccc12	-3	-13
CC1CN(C(=O)CCc2ccccc2)CC1c1nc(-c2ccncc2)no1 (stereo not given)	10	2
COc1c2occc2c(OC)c2c(=O)cc(C(F)F)oc12	6&1	2&-88
COc1ccc(-c2ocnc2C(=O)NCc2nn(-c3ccccc3)nc2C)cc1	x	3
COCCN1C(=O)N(c2ccc(F)cc2)C(=O)C1CC(=O)NCc1ccccc1 (stereo not given)	-10	-8
COC(=O)c1ccc(Oc2c(C)oc3cc(OC)ccc3c2=O)cc1	4	-13
Cc1nnsc1C(=O)Nc1cc(C(F)(F)F)ccc1Cl	-28	-3
Cc1cccc2c1N(CC(=O)NCc1ccc(F)cc1)C(=O)C1CCCN1C2=O (stereo not given)	-2	-9
O=C1c2ccccc2C(=O)N1c1ccc(Cl)cc1	x	-3
COc1ccc(CNC(=O)CCc2nc3ccc(C)cc3c(=O)n2C)cc1	-7	3
COc1ccccc1-c1ccc(C=C2C(=O)OC(C)(C)OC2=O)o1	15	-6
Later entries.
SMILES	mHTT-CaM PPI inh	Pf apPOL block
COC(=O)c1cnn(C(=O)Nc2c(C)cccc2C)c1C(OC)OC	x	-8&-6
CC1(C)CC(=O)C2=C(C1)OC(N)=C(C#N)C2C1CC=CCC1 (stereo not given)	-5	4
O=C(Nc1ccc(-n2cnnn2)cc1)c1cc(-c2ccco2)n(C2CCS(=O)(=O)C2)n1 (stereo not given)	-7	0
Cc1ccc(-n2ncnc2-c2ccccc2C)cc1Cl	0	-4
COc1ccc(/C=C2\N=C(c3ccc(Br)cc3)OC2=O)cc1	2	-2
COc1cc(C(=O)Nc2ccccc2C(=O)NCCc2ccccn2)cc(OC)c1OC	x	-4
C=CCSc1nnc2c(n1)OC(c1ccc(O)c(O)c1)Nc1ccccc1-2 (stereo not given)	-8	-2
O=C1CC(c2ccc(OC3OC(CO)C(O)C(O)C3O)cc2)Oc2cc(O)ccc21 (stereo not given)	x	-11
O=C(Nc1cc(C(F)(F)F)ccc1Cl)c1cnc2n(c1=O)CCS2	1	-2
CCOc1ccc(C(=O)Nc2ccc(Br)cc2)cc1Cl	-6	-3
CC(C)N1CCN(C(=O)C2CC(=O)N(c3ccc4c(c3)CCN4C(=O)C3CC3)C2)CC1 (stereo not given)	4	2
N#Cc1nc(COc2ccc(Cl)cc2)oc1NCCCn1ccnc1	8	-5
Cc1ccc(NC(=O)N2CCc3c(c(COCc4cccc(F)c4)nn3C)C2)cc1F	12	-8
Cc1cccn2c(=O)c(C=Nc3ccccc3)c(NCc3ccccc3)nc12	2	-1
Clc1ccc(SC2CN(C(c3ccccc3)c3ccccc3)C2)cc1	x	-6
Cc1ccc2nsnc2c1S(=O)(=O)Nc1ccc(Cl)cc1	19	-1
O=c1[nH]c(Sc2c([N+](=O)[O-])cc(Br)c3nsnc23)nc2ccccc12	25&15	-2&-4
COc1ccc(NC(=O)Nc2ccc(Nc3cc(-n4cccn4)ncn3)cc2)c(C)c1	1	1
O=C(Nc1ccc(Cl)c(Cl)c1)c1ccc(F)c(S(=O)(=O)N2CCc3ccccc3C2)c1	-2	-4
COc1ccc(-n2ncc3c(N4CCCCC4)nc(C)nc32)cc1	-21	14
Nc1ccc(O)c(-c2nc3ccccc3s2)c1	50	3
COc1ccc(CCC(=O)NCCc2csc(-c3ccc(C(F)(F)F)cc3)n2)cc1	16	-6
O=[N+]([O-])c1cc2c(cc1C=Nc1ccc(I)cc1)OCO2	64*	-2
CC(C(=O)Nc1ccc(NC(=O)c2ccco2)cc1)(c1ccccc1)c1ccccc1	-3	-2
Oc1ccccc1CNCC12CCC3CC(CC(C3)C1)C2	-6	-4
Cc1ccc(S(=O)(=O)N2CCCC(C(=O)N3CCN(C)CC3)C2)cc1 (stereo not given)	-1	0
O=C(NCCN1CCOCC1)c1ccc(CS(=O)(=O)Cc2ccc(Cl)cc2)o1	-6	-12
COc1ccc(OC)c(NC(=O)CSCc2ccccc2Cl)c1	10	-10
O=C(NCCSCc1ccco1)c1ccc(CN2CCc3ccccc3C2)cc1	7	-4
COc1ccccc1CC(=O)Nc1cc(C)ccn1	-2	-1
COc1ccc(N2C(=O)c3ccc(Oc4cccc(N)c4)cc3C2=O)cc1	16	-1
CCc1cc2c(SCC(=O)Nc3ccc(Cl)cc3)ncnc2s1	-5&-6	-1&1
c1ccc2c(c1)nnn2CNc1nonc1NCn1nnc2ccccc21	1	-5
Cc1cccc(CN2CCCn3nc(C(=O)NCCN4CCN(C)CC4)cc3C2=O)c1	7	0
Cc1cnc(NC(=O)CN(C)c2nc3c(F)cccc3s2)s1	-8	1
COCCCNC(=O)c1ccn2c(-c3ccc(F)cc3)nnc2c1	0	-4
Cc1ccc(C(c2ccc(C)o2)c2ccc(C)o2)o1	-6	-2
CCOC(=O)c1ccc(NC(=O)N2CCc3c(nc4cc[nH]n4c3=O)C2)cc1	-4	-5
O=C(c1cccc(Cl)c1)N1CCN(Cc2ccccc2)CC1	5	2
COc1cc2nc(SCC(=O)Nc3ccc(F)cc3)n(Cc3ccco3)c(=O)c2cc1OC	6	10
O=C(Nc1ccccc1[N+](=O)[O-])c1cnccn1	0	2
CCc1ccc(-n2c(C)nc3cc(C(=O)NCc4cccnc4)ccc32)cc1	24	4
O=C(Nc1c2c(nn1-c1cccc(Cl)c1)CS(=O)(=O)C2)c1c(F)cccc1F	2	-2
CC1(C)N=C(c2ccc(F)cc2)C(=O)N1CC(=O)Nc1ccc(F)cc1	-8	-9
O=C(OC(Cc1ccccc1)C(F)(F)F)c1ccc(Cl)cc1Cl (stereo not given)	x	-5
O=C(NCCCCNC(=O)c1cncc(O)c1)c1cncc(O)c1	-3	2
O=C(CSc1nccn1-c1ccccc1)Nc1ccccc1C(F)(F)F	18	5
O=C(c1ccc2c(c1)OCO2)N1CCN(c2cc(-c3cccnc3)[nH]n2)CC1	6	4
O=c1ccc(-c2noc(-c3ccc(C(F)(F)F)cc3)n2)c[nH]1	-1	26
CCCNC(=O)c1cc2n(n1)CCCN(Cc1ccc(Cl)cc1)C2=O	2	18
CNS(=O)(=O)c1ccc(C(=O)Nc2ccc(S(N)(=O)=O)cc2)o1	-16	-2
O=C(COc1ccccc1)N1CCOCC1	-5	-2
COc1ccc(-c2coc3c4c(ccc3c2=O)OCN(C2CCCCC2)C4)cc1	14	-27
CCc1ccc(CNC(=O)c2cnn3c4c(cnc23)CC(C)CC4)cc1 (stereo not given)	-4	-3
Cc1ccc2oc(-c3ccc(C)c(NC(=O)c4ccc([N+](=O)[O-])cc4)c3)nc2c1	8	0
Cc1ccc(-c2nnc(N3CCC(C(=O)NC(C)C)CC3)o2)cc1	-5	-10
COc1cc(OC)cc(C(=O)Nc2c3c(nn2-c2cccc(Cl)c2)CSC3)c1	3	-6
Cc1ccc(-c2nc3ccccc3s2)cc1NC(=O)c1ccccc1	-7	-4
CCCC(=O)Nc1ccc(NC(=O)c2ccc(Cl)cc2Cl)cc1	7	-1
Cc1ccccc1C(=O)N(Cc1ccccc1)C(C)C	-11	0
Remaining list, next part:
SMILES	mHTT-CaM PPI inh	Pf apPOL block
Fc1cc(F)c2nc(NCCCn3ccnc3)sc2c1	-12	-4
CCOc1cc(C2C(C#N)=C(N)Oc3n[nH]c(-c4cccc([N+](=O)[O-])c4)c32)ccc1O (stereo not given)	12	-2
COc1ccc(-c2cc([C@H]3[C@@H]4C=CCC[C@@]4(C)C(=O)N3Cc3ccccc3)ccc2F)cc1	-4	-7
CN=C1NC(=O)CC(C(=O)Nc2ccc(Cl)c(Cl)c2)S1 (stereo not given)	3	-5
CC(C)(C)SCCNC(=O)c1ccc(N(Cc2ccccc2)S(C)(=O)=O)cc1	8	-3
Cc1cc(Cl)ccc1OCC(=O)Nc1cccc2nsnc12	-22	3
CC(=O)NC(=O)c1cc2ccccc2oc1=Nc1cccc(C#N)c1	5	-1
COc1cc(F)ccc1S(=O)(=O)NCc1cccnc1	-12	1
Cc1ccc(NC(=O)N2CCC(n3c(-c4ccoc4)nc4cccnc43)C2)cc1C (stereo not given)	2	-3
